12-LOX inh: ALOX12 (human) lipoxygenase inhibition. P18054. purified 12hLO, xylenol orange hydroperoxide absorbance. Potency, µM (top dose mostly 108 µM), for the others: top-dose activity change, negative = inhibition, hits mostly inhibitors. 580,000 compounds, 1.1% hits; active means well fitted inhibition curve with a large enough effect; inconclusive means small, poorly fitted or top-dose-only effect, or another doubt; inactive means no such curve, though single readings can be large or run the other way
Target sequence (P18054 whole entry, looked up): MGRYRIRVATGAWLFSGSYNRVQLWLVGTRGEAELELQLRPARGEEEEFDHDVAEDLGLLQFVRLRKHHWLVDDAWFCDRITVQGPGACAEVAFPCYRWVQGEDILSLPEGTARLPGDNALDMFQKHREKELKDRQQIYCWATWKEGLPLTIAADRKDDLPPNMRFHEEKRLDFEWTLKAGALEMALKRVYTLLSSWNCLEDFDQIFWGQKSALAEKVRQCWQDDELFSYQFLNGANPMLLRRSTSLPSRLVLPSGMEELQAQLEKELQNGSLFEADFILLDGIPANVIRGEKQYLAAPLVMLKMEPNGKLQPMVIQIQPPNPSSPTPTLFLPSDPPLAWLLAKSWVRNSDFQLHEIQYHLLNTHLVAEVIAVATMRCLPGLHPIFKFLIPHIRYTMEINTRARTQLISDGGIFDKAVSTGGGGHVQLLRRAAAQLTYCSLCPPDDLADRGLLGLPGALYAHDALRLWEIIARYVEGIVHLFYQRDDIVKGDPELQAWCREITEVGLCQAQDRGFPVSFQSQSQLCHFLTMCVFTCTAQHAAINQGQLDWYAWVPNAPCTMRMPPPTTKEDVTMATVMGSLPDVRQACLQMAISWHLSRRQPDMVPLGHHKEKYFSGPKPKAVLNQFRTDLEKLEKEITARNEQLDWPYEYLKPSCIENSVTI
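Purified human 12hLO at 150 nM in 25 mM Hepes, 0.01% Triton X-100, pH 7.0, preincubated 15 min at room temperature with compound. Reaction started with 40 uM arachidonic acid, 30 min at room temperature. Hydroperoxide measured by Fe-xylenol orange, 573/405 nm absorbance ratio.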
The depositor's hits bear a star; ? = inconclusive; [ ] = another dose, or the depositor's remark. On the % scale 0 is the no-effect control and ±100 the full control effect; potency means the concentration at half of the fitted maximal effect. Some of the compounds tested; rates above refer to the full screens.

SMILES	12-LOX inh
CSc1ccccc1C(=O)NCC1Cc2cccc(-c3ncccc3C)c2O1 (stereo not given)	?
O=C1NCCOCCCN(C(=O)C2CC2)[C@H]2CCCC[C@@H]12	33.7%
O=C(c1cc(-c2ccccc2F)cc2c1OCCN2Cc1cccnc1)N1CCC1	?
CCOC(=O)c1ccc(S(=O)(=O)N2CCCC2c2cccn2C)cc1 (stereo not given)	?
COCCCn1c(C)cc(C(=O)N2CCCC(CO)CCNC(=O)CC2)c1C (stereo not given)	27.8%
CCCC(=O)N1CCCC(c2cc(C(=O)Nc3ccc4c(c3)OCO4)no2)C1 (stereo not given)	?
Cc1ccc2cc(/C=C/C(=O)c3c(C)coc3C)c(Cl)nc2c1	?
Cc1ccc(Cl)cc1NC(=O)c1nc2ccccc2nc1N1CCN(C)CC1	0.1%
COCC1CN(C2CCC2)CC12CCN(C(=O)c1ccoc1)CC2 (stereo not given)	11.1%
Cn1c(=O)[nH]c(=O)c2c1nc(N1CCCC1)n2CC(O)COc1ccc(Cl)cc1 (stereo not given)	1.9%
O=C(c1cc(F)ccc1F)N1CCCC(c2nc(C3CCOCC3)no2)C1 (stereo not given)	1.4%
CN1OC(C)(CC(=O)N2CCc3ccccc3C2)N=C1c1ccco1 (stereo not given)	-0.7%
Cc1noc(C)c1S(=O)(=O)N(C)C[C@H]1OCCCC[C@@H](C)Oc2ccc(NC(=O)CCCN(C)C)cc2C(=O)N([C@H](C)CO)C[C@@H]1C	-1.2%
CC(C)[C@H](NC(=O)OC(C)(C)C)c1cc(C(=O)NC2CC2)c(N)s1	?
CN(Cc1cn(Cc2ccccc2)nn1)S(=O)(=O)c1ccc(F)cc1Br	?
CCCN1CCCC2(Cc3ccccc3CN(C(=O)c3c(C)noc3C)C2)C1 (stereo not given)	5.6%[6.33 µM]
O=C(Cn1nc2c(cc1=O)CCCC2)NCC1CCCO1 (stereo not given)	73.2%[activator]
CC(=O)N1CCC(Oc2ccc(Cl)cc2C(=O)N(C)Cc2sccc2C)CC1	33.8%
CCC(C)NC(=O)N1CC(n2cc(C(=O)N3CCOCC3)nn2)C1 (stereo not given)	33.3%
COc1ccc(-c2c(NC(=O)c3ccc(F)cc3)oc3ccccc3c2=O)cc1	14.9%

Gathered by group, the compounds so far containing a thiophene ring, fused or not
SMILES	12-LOX inh
CC(C)[C@H](NC(=O)OC(C)(C)C)c1cc(C(=O)NC2CC2)c(N)s1	?
CC(=O)N1CCC(Oc2ccc(Cl)cc2C(=O)N(C)Cc2sccc2C)CC1	33.8%

Remaining list, next part
SMILES	12-LOX inh
CCNC(=O)N1C[C@@H]2OCC(=O)N(C(C)C)[C@@H]2C1	-19.3%[176 µM]
Cc1cc(C)n(C2CN(c3cc(C4CC(O)C4)nc(C)n3)C2)n1 (stereo not given)	58.7%[activator]
C=CCN1C(=O)[C@@H](CC(=O)N2CCSCC2)[C@]2(C(=O)OCC)CCCCC/C=C/12	15.5%
COc1ccccc1C(=O)Nc1nnc([C@@H]2C[C@H](O)[C@@H](CO)O2)s1	-13.7%
CC(C)(NC1CCCCC1)c1nnnn1-c1ccccc1	20.2%
Cc1c(C)[n+](=O)c2ccccc2n1[O-]	?
O=C(CC1CCCC1)N1CCCC(c2nc(C3CCOCC3)no2)C1 (stereo not given)	24.0%
O=C(c1ccccn1)N1CC[C@H]2COC(=O)N2c2cc(F)ccc2C1	-4.9%[176 µM]
Cc1ccc(C2=NN(C(=O)CNc3ccc(C(=O)N(C)C)cc3)C(c3ccco3)C2)cc1 (stereo not given)	?
Cc1ccc(C)c(NC(=O)CN2C(=O)NC3(CCC(C)CC3)C2=O)c1 (stereo not given)	32.6%[activator]
CN(C)c1ccc(NC(=O)c2cc(C(C)(C)C)cc(C(C)(C)C)c2)cc1	?
CCOCc1nc(C2CCCN(C(=O)NC3CCCC3)C2)no1 (stereo not given)	7.4%
CCN1CCC(O)C(C)C1C (stereo not given)	-24.0%
CCN(CC)C(=O)CSc1nnc(-c2ccccc2OC)n1N	-3.3%
CC(C)(O)C1CCCN(C(=O)c2cc(COc3cccc(F)c3)[nH]n2)C1 (stereo not given)	30.8%[activator]
CC1CC(=O)NN=C1c1ccc(NCC(C)(C)NCC(O)COc2cc(Cl)ccc2C#N)cc1 (stereo not given)	-0.3%[22.9 µM]
O=C(c1ccccc1Br)N(CCc1ccccc1)C(CCc1ccccc1)c1nc2ccccc2[nH]1 (stereo not given)	-13.2%
O=C(NCc1ccccc1)C(CCc1ccccc1)n1c(=O)c(-c2ccccc2)nc2ccccc21 (stereo not given)	-6.8%
CCOc1cccc(-c2cc(NCCc3ccccn3)n3nccc3n2)c1	8.2%
O=C(CCc1ccccc1)Nc1cnc(-c2cccnc2)nc1	61.0%[activator]

7 entries from above, with the structure last.
12-LOX inh,SMILES
1.9%,Cn1c(=O)[nH]c(=O)c2c1nc(N1CCCC1)n2CC(O)COc1ccc(Cl)cc1 (stereo not given)
?,Cc1ccc2cc(/C=C/C(=O)c3c(C)coc3C)c(Cl)nc2c1
-19.3%[176 µM],CCNC(=O)N1C[C@@H]2OCC(=O)N(C(C)C)[C@@H]2C1
32.6%[activator],Cc1ccc(C)c(NC(=O)CN2C(=O)NC3(CCC(C)CC3)C2=O)c1 (stereo not given)
15.5%,C=CCN1C(=O)[C@@H](CC(=O)N2CCSCC2)[C@]2(C(=O)OCC)CCCCC/C=C/12
33.7%,O=C1NCCOCCCN(C(=O)C2CC2)[C@H]2CCCC[C@@H]12
-24.0%,CCN1CCC(O)C(C)C1C (stereo not given)

Arranged by formula weight (rising): three of the compounds above.
SMILES	12-LOX inh
CCNC(=O)N1C[C@@H]2OCC(=O)N(C(C)C)[C@@H]2C1	-19.3%[176 µM]
COc1ccccc1C(=O)Nc1nnc([C@@H]2C[C@H](O)[C@@H](CO)O2)s1	-13.7%
Cc1ccc(C2=NN(C(=O)CNc3ccc(C(=O)N(C)C)cc3)C(c3ccco3)C2)cc1 (stereo not given)	?

(list continues)
SMILES	12-LOX inh
C[C@@H]1CN([C@@H](C)CO)C(=O)CCCn2cc(nn2)CO[C@H]1CN(C)S(=O)(=O)c1cccc(F)c1	-27.4%
COc1ccc(C(=O)NC2CCCCCC2)cc1C	-29.2%
O=C(N[C@@H]1CN(Cc2ccccc2)C[C@H]1CO)c1cn[nH]c1	70.4%[activator]
COc1ccc(OC)c(NC(=O)Cn2nc3n(c2=O)CCCCC3)c1	21.5%
COc1cc(OC)cc(C(=O)NCc2cc(=O)n3nc(-c4ccccc4)sc3n2)c1	-14.3%
COC(=O)c1c(C)cccc1NS(=O)(=O)c1c(C)nn(C)c1C	25.7%
CCCc1ccc(C(O)c2ncc(-c3cccc(OC)c3)[nH]2)cc1 (stereo not given)	-2.9%
O=[S+]1([O-])NC2(CCN(Cc3cccc4ccccc34)C2)CNc2ccccc21 (stereo not given)	?
CC(C)N1C(=O)C2(CCCC2)C1C(=O)N1CCN(C2CCCCC2)CC1 (stereo not given)	20.3%
COc1ccc(C)cc1NC(=O)CCc1ccc2c(c1)CN(C(=O)C1CC1)CCO2	24.2%
N#Cc1cc(Cl)ccc1OCc1ccccc1	-17.3%
O=C(NCCc1ccccn1)c1c[nH]c2ncccc12	38.0%[176 µM]
COc1ccccc1CNC(=O)c1ccc(-c2csc(C3CC3)n2)cc1	-5.2%
CN1C(=O)C2(CCN(Cc3cncs3)C2)c2ccccc21 (stereo not given)	34.3%[activator][176 µM]
CN(C)CCNC(=O)C[C@H]1NC(=O)c2ccccc2NC1=O	27.0%
CCCCN(C(=O)COC(=O)c1n[nH]c2ccccc12)C1CCS(=O)(=O)C1 (stereo not given)	?
O=S(=O)(c1cccc(Cl)c1)N1CCC(n2cnnc2C2CC2)CC1	54.7%[activator]
C=CCOc1ccccc1C(=O)Nc1ccc(C#N)cc1	-34.4%
Cc1cc(C(O)c2ncc(-c3ccccc3Cl)[nH]2)ccc1F (stereo not given)	-11.9%
CC(=O)c1cccc(-c2cnc3c(NC=O)cc(-c4ccccc4Oc4ccccc4)cn23)c1	-5.2%

Ordered by the number under 12-LOX inh (rising): three from the list above
| compound | 12-LOX inh |
| --- | --- |
| COc1ccc(C(=O)NC2CCCCCC2)cc1C | -29.2% |
| CCCc1ccc(C(O)c2ncc(-c3cccc(OC)c3)[nH]2)cc1 (stereo not given) | -2.9% |
| CN(C)CCNC(=O)C[C@H]1NC(=O)c2ccccc2NC1=O | 27.0% |

Following part
SMILES	12-LOX inh
COc1ccc(-c2cc(-c3ccc4c(c3)CNC4=O)cn3cncc23)cc1	?
Cc1ccc(C(=O)N2CCC3(CC2)c2[nH]c4ccccc4c2CCN3C)cn1	15.4%
Cc1nc(N)nc(C)c1CC(=O)N1CCn2nc(C(O)CO)cc2C1 (stereo not given)	?
CCC1CN(Cc2cn(Cc3ccccc3)nc2-c2cc3ccccc3o2)CCO1 (stereo not given)	21.4%
Cc1csc(/C(C#N)=C\c2ccc(COc3ccc(Cl)cc3Cl)o2)n1	?
COC(=O)Cn1ccn2nc3c(c2c1=O)CCCC3	45.5%[activator]
COc1ccc(OC)c(S(=O)(=O)N2CCC(n3cnnc3C)CC2)c1	1.5%
CCn1cnc2c1c(=O)n(CC(=O)NCCc1ccccc1F)c(=O)n2Cc1ccccc1	-39.5%
CC(C)[C@H]1NC(=O)[C@@H]2[C@@H](NC(=O)NC3CCCCC3)CCN2C1=O	27.0%[176 µM]
COc1ccc(C)cc1-n1nnnc1SCc1nc(C(C)C)no1	?
CC(NC(=O)Cn1nnn(-c2ccccc2)c1=O)c1ccccc1 (stereo not given)	?
Cc1ncsc1CN1CCC(C2CCN(S(C)(=O)=O)CC2)C1 (stereo not given)	41.2%[activator]
CCn1c(=O)c2ccccc2n(CC(=O)Nc2cccc3cccnc23)c1=O	-0.2%
COC1CCN(C(=O)c2c(-c3cnn(C)c3NCc3cccnc3)noc2C)CC1	-2.7%[176 µM]
COC[C@@H]1CN(C(=O)c2ccc(F)cc2F)C[C@H]1c1ccncc1	33.1%
O=C(CCCc1nc(-c2ccccc2)no1)Nc1cccc(S(=O)(=O)N2CCOCC2)c1	?
Cc1ccc2nc(CSc3nnc(N4CCCC4)n3-c3ccccc3Cl)cn2c1	21.4%
O=C(CC12CC3CC(CC(C3)C1)C2)OCC(=O)c1ccc2c(c1)OCO2	-21.3%
COc1cc(CNC(=O)Cc2ccc(C)cc2)ccn1	?
Cc1nn(-c2ccc3nncn3n2)c2c1C(c1cccc(Br)c1)CC(=O)N2 (stereo not given)	-27.8%
Cc1nnc(NC(=O)C2CC(=O)N(c3n[nH]c4cccc(F)c34)C2)s1 (stereo not given)	46.9%
O=S(=O)(c1cc(F)ccc1F)N1CCN(Cc2cccc3cccnc23)CC1	15.8µM*
Cc1cccc(NC(=O)N2CCC3(CC2)SCC(=O)N3Cc2ccccc2)c1C	-22.0%
CC(NCC(=O)NC1(C#N)CCCCC1)c1ccc(Cl)cc1Cl (stereo not given)	1.2%
CNC(=O)N1CCC(Cc2nncn2C)C1 (stereo not given)	17.7%
O=C(C1COc2ccccc2C1)N1CCC(Cc2noc(C3CC3)n2)CC1 (stereo not given)	20.6%
OC(c1cccc(C(F)(F)F)c1)c1nc(Nc2ccc(F)cc2F)n[nH]1 (stereo not given)	28.2%[176 µM]
Cc1ccc(C)c(C(=O)N2CCCC(n3cc(-c4nc(C(C)C)no4)nn3)C2)c1 (stereo not given)	35.1%
Clc1ccc(Nc2nnc(-c3ccc4c(c3)OCO4)o2)cc1	?
O=[N+]([O-])c1ccc2c(c1)CO[C@@]21O[C@H](CCO)C[C@H](O)[C@H]1O	-26.9%
Cc1ccc(CC(=O)Nc2ccc(-c3nnc4n3CCCC4)cc2)cc1	47.5%[activator]
O=c1cc(-c2ccncc2)oc2c(-c3ccccc3Oc3ccccc3)nccc12	31.6µM*
O=C(NCCc1ccccn1)C1CC=CCC1 (stereo not given)	?
COC(=O)CCOc1ccc(S(=O)(=O)Nc2c(F)cccc2F)cc1	-18.9%
CC(C)[C@H](NC(=O)c1ccccc1F)C(=O)Nc1cccc(S(=O)(=O)N2CCOCC2)c1	0.7%
COCOCCn1cc(CN2CCS(=O)(=O)N(Cc3ccc(-c4ccc(Cl)c(Cl)c4)cc3)C(C)C2=O)nn1 (stereo not given)	?
CC1(C(=O)NC2CCCCC2)Cn2nc(-c3ccco3)cc2C(=O)N1c1ccccc1F (stereo not given)	?
O=C(c1ccc(Cl)cc1)N1CCC(n2cc(-c3ccncc3)[nH]c2=O)CC1	3.5%[6.33 µM]
O=C(NC1CC1)[C@@H]1C[C@H](Oc2ccccc2)CN1C(=O)C1CCC1	24.1%
COc1cc(C(C)=O)ccc1OCCOc1ccc(F)cc1	7.8%
O=c1cc(-c2cccnc2)oc2c(NCCc3ccccn3)nccc12	26.0%[176 µM]
Cc1noc(C)c1CC(=O)N1CCCn2ccnc2C1c1ccccc1 (stereo not given)	20.1%
COCc1noc([C@@H]2CN(S(=O)(=O)Cc3cccc(F)c3)C[C@H]2C(N)=O)n1	10.1%
CC(Sc1ccc(C(C)(C)C)cc1)C(=O)NC(C)(C)C (stereo not given)	2.7%
CC1(C(=O)NS(=O)(=O)c2ccc(Br)cc2)CCN1C(=O)Cc1ccsc1 (stereo not given)	-25.2%
COCCNC(=O)c1ccc2c(c1)C1(CCN(C)C1)CN2Cc1csc(C)n1 (stereo not given)	?
C=C(C)CNc1ccc(C(=O)NCCC2CCCCN2C)cn1 (stereo not given)	33.1%
O=C(Cn1nc2c(cc1=O)CCCCC2)N[C@@H](C(=O)O)c1ccccc1	51.5%[activator]
O=C(NCc1ccccc1)c1ccc([N+](=O)[O-])cc1	-4.0%
C=CC(=O)OCCSc1nc(N2CCOCC2)nc(N2CCOCC2)n1	23.7%
CC(C)CNC(=O)c1ccc2c(c1)C1(CCN(C)C1)CN2CC1CCOCC1 (stereo not given)	66.2%[activator][176 µM]
Cn1c(=O)c2c(ncn2CC(=O)OCc2cccc3ccccc23)n(C)c1=O	-19.5%
Cn1ccnc1COc1ccc(CSc2nnnn2C(C)(C)C)cc1	?

Source: PubChem BioAssay (National Center for Advancing Translational Sciences (NCATS))
